Compound activity: PubChem, Center for Chemical Genomics, University of Michigan
Dicer processing: human Dicer pre-microRNA cleavage inhibition; Q9UPY3; cat-ELCCA pre-miR-21 Dicer processing, chemiluminescence; active compounds read high; z-score at 25 µM; 6% of 47,000 active; in the data active = z-score above about 3, passing the limit was not always enough;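 note: plate controls were vehicle for no effect and no enzyme for full effect; higher signal means more uncleaved substrate so more Dicer inhibition; strong numbers were not always called active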
Target sequence (Q9UPY3 whole entry, looked up): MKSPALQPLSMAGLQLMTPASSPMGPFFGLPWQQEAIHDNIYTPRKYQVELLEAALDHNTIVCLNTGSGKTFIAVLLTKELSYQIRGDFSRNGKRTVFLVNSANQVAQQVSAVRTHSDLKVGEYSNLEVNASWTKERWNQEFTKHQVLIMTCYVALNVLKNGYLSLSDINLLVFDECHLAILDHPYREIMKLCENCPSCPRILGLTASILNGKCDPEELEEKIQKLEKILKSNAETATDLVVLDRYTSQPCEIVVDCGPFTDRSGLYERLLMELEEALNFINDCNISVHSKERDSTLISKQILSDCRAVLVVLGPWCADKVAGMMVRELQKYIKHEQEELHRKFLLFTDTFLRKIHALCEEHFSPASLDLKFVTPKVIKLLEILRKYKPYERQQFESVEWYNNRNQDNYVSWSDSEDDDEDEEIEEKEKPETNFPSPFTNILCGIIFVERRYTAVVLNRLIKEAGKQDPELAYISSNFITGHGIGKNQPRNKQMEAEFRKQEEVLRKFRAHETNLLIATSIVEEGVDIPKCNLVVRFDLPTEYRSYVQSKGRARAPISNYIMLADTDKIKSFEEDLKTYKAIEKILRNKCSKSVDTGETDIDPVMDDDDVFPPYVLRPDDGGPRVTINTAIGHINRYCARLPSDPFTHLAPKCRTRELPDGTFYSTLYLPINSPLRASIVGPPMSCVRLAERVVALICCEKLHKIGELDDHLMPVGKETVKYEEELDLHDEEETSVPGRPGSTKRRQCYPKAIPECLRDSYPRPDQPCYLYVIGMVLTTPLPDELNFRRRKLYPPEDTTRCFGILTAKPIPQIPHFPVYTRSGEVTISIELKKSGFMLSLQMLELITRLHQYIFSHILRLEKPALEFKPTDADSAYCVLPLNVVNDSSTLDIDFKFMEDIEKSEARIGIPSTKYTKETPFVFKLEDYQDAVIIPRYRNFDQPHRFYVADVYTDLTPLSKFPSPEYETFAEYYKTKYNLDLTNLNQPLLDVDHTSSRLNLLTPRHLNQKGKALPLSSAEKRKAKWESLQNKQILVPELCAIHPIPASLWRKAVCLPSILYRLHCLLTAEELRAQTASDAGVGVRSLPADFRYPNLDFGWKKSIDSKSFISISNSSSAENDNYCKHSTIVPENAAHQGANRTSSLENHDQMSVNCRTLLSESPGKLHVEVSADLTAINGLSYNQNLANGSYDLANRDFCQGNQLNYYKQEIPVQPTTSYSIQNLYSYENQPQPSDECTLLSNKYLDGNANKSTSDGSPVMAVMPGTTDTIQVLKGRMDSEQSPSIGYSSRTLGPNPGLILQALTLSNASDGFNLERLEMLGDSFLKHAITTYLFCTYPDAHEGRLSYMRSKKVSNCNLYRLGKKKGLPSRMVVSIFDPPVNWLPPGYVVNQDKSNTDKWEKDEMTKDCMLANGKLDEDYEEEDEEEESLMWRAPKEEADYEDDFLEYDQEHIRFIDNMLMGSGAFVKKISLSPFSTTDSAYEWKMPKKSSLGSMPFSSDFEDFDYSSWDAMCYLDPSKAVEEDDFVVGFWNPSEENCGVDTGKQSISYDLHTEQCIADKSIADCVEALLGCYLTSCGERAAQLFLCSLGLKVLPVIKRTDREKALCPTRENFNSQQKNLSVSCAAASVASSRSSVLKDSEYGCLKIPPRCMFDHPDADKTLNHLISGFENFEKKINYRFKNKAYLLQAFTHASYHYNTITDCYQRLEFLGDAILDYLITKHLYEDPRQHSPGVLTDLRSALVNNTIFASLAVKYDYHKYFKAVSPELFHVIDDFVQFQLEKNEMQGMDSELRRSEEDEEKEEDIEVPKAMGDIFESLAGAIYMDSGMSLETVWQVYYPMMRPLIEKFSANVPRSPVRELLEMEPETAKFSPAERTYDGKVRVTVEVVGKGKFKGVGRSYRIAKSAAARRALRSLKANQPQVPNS
The depositor's hits bear a star. These rows are one share of the data. The share of hits here may be higher or lower than overall.

SMILES	Dicer processing
C=CCSc1nnc2c(n1)OC(c1ccccc1F)N(C(C)=O)c1ccccc1-2 (configuration not stated)	-0.43
CN(CCCc1nc2ccccc2[nH]1)S(=O)(=O)c1ccc(Cl)cc1	-0.2
CCOC(=O)c1ccc(N2CC3CCCCN3C2c2ccccc2)cc1 (configuration not stated)	-1.4
COc1ccc(-c2cc(C(F)(F)F)c(C#N)c(SCC(=O)O)n2)cc1	0.06
CC1=C(C(=O)Nc2cc(C)ccn2)C(c2ccc(F)cc2)C2=C(CC(C)(C)CC2=O)N1 (configuration not stated)	1.8
CC1=C(C(=O)OC(C)C)C(c2ccccc2C)n2c(nc3ccccc32)N1 (configuration not stated)	-2.5
C=CCn1c2ccccc2c2nnc(SCC(=O)Nc3nnc(C(C)C)s3)nc21	0.47
Cc1ccc(/C(=N\N(C)C)C(=O)C(F)(F)F)cc1	-0.17
COC(=O)c1nnn(-c2cccc(Cl)c2)c1C(=O)OC	1.9
O=C(Nc1c(F)cc(F)cc1Br)c1ccccc1F	0.27
CC1CCCCN1S(=O)(=O)c1cc(Cl)c(Cl)cc1Cl (configuration not stated)	-0.85
CC1(C)Cc2cccc(C(=O)Nc3cccc4c3CCCC4)c2O1	-0.61
CC(C)(C)c1ccc(C2=NNC(SCC(=O)c3ccccc3)=NN2)cc1	-0.1
O=C(Nc1ccc2c(c1)OCCO2)c1cncc(-c2cccs2)c1	1.9
COc1cccc(-c2nc(-c3ccc(-c4ccc(C)cc4)nc3OC)no2)c1	0.58
O=C1CCC2C(=O)N(Cc3ccccc3)C(=O)C2C1 (configuration not stated)	2.4
Cc1nonc1NC(=O)Nc1ccncc1	44
O=C1C2C3c4ccccc4C(c4ccccc43)C2C(=O)N1CCO (configuration not stated)	4.6*
Cc1sc2ncn(Cc3c(F)cccc3Cl)c(=O)c2c1C	-0.03
C1CCN(c2nc3nonc3nc2N2CCCC2)C1	2.7
Nc1sc(-c2ccccc2)cc1C(=O)N/N=C/c1cccs1	-1.1
CCOC(=O)O[C@]1(C(=O)COC(=O)CC)CC[C@H]2[C@@H]3CCC4=CC(=O)C=C[C@]4(C)[C@H]3[C@@H](O)C[C@@]21C	53
COCCOC(=O)C1=C(C)NC2=C(C(=O)CC(C)(C)C2)C1c1ccc(C(=O)OC)cc1 (configuration not stated)	-0.41
Cc1ccc(NS(C)(=O)=O)cc1[N+](=O)[O-]	0.26
Cc1nc2sc3c(c2c(=O)[nH]1)CCC3	-0.3
COc1cc(C(=O)NNC(=O)c2ccco2)c(-n2c(C)ccc2C)cc1OC	5.2
FC(F)(F)c1cccc(NC(=S)NCCNc2nccc(C(F)(F)F)n2)c1	-1.3
CCc1cccc(CC)c1NC(=S)Nc1ccc(C)cc1	9.3
COc1ccc(Cc2nc(-c3cccnc3)no2)cc1	1.1
COC(=O)Cn1nc(C)c2ccccc2c1=O	1.1
CCC(=O)OC1CCC2(C)C(CCC3C4CC=C(C(C)=O)C4(C)CC(=O)C32)C1 (configuration not stated)	-2.1
Cc1ccc(Cn2nc(C)cc2C(=O)Nc2ccc(Cl)cc2)cc1	-0.05
Cc1cc(C)c2c(c1)-c1cc(C)nn1C(c1cccc(O)c1)N2 (configuration not stated)	1.2
C=CCn1c(SCc2ccccc2Cl)nnc1-c1sc2nc(C)cc(C)c2c1N	-0.47
Cc1ccc(/C=N/Nc2ncnc3sccc23)cc1	-0.21
CCCc1n(CC(O)COc2cccc(C)c2)c2ccccc2[n+]1C (configuration not stated)	-0.27
Cc1ccc(C2Nc3ccc(C(=O)c4ccccc4)cc3NC3=C2C(=O)CCC3)o1 (configuration not stated)	-0.21
O=c1[nH]c2ccccc2n1CCCOc1ccccc1	-0.61
Cc1nn(CO)c(C)c1Sc1ccc(Br)cc1	-1.4
CC1CN(c2ncc(C(=O)OCC3CC3)c(C(F)(F)F)n2)CC(C)O1 (configuration not stated)	-0.69
C/C(=N\N=C(/C)c1ccc(F)cc1)c1ccc(F)cc1	-5.3
CCCc1cnc(N2CCCN(S(=O)(=O)c3cc(C)c(Cl)cc3C)CC2)nc1	-0.96
Cc1ccccc1NC(=S)NNC(=O)c1ccccc1Cl	0.06
CCOC(=O)c1noc(C)c1-c1csc(-c2ccc(Cl)cc2)n1	0.52
O=C(CC1CC(=O)Oc2ccccc21)Nc1nccs1 (configuration not stated)	3.8*

Arranged by SMILES length (smallest number first): some entries from above
SMILES	Dicer processing
CCOC(=O)c1noc(C)c1-c1csc(-c2ccc(Cl)cc2)n1	0.52
Cc1cc(C)c2c(c1)-c1cc(C)nn1C(c1cccc(O)c1)N2 (configuration not stated)	1.2
C=CCn1c(SCc2ccccc2Cl)nnc1-c1sc2nc(C)cc(C)c2c1N	-0.47

The listing continues.
SMILES	Dicer processing
S=C(NCC1CC1)N/N=C/c1ccccc1Cl	19
CCC(CO)Nc1nc2c([nH]1)c(=O)n(C)c(=O)n2C (configuration not stated)	0.58
CC(=O)NC1C(=O)N(C)c2ccc(Br)cc21 (configuration not stated)	0.85
CN(C)CCOC(=O)c1c[nH]c2ccccc12	-0.97
CSC1=C(C#N)C(c2cccc(Oc3ccccc3)c2)CC(=O)N1 (configuration not stated)	1
COc1cccc2c1OC(c1ccccc1)N1N=C(c3ccccc3O)CC21 (configuration not stated)	1.5
CSc1ncc(-c2ccc(Cl)cc2)[nH]1	0.28
CC(C)OC(=O)Cn1nc(C(F)(F)F)c2c1CCCC2	0.31
N#CCC(=O)NNC(=S)NCC1CCCO1 (configuration not stated)	-0.55
Cc1cc(OCC(=O)c2cccc(C(F)(F)F)c2)n2cnnc2n1	-0.17
FC(F)(F)c1ccnc(-c2ccccc2)n1	-0.67
O=C(Nc1sc2c(c1C(=O)O)CCC2)c1cccnc1	-0.44
CC1(C)Cc2nc3sc4c(NCCc5ccccc5)ncnc4c3cc2CO1	2.4
Cn1c(=O)n(CC(=O)O)c(=O)c2c1nc1n2CCCN1c1ccc(F)cc1	0.5
CC(C)OC(=O)c1cccc(C(=O)OC(C)C)n1	1.7
NNC(=O)CNC(=O)COc1ccccc1	0.3
Cc1ccc(C(=O)CC2(O)C(=O)N(Cc3ccc(Cl)cc3)c3ccccc32)cc1 (configuration not stated)	2.7
CCOC(=O)C(=CNc1ccc2n[nH]nc2c1)C(=O)OCC	-0.55
Cn1nc(-c2ccc(Cl)cc2)cc1N	0.21
Cc1ccc(Cc2nc(-c3ccccc3)cs2)cc1	-2.5
Cc1nnc(SCC(=O)Nc2ncc3c(n2)CCCC3=O)s1	2.9
COc1ccc(Cl)cc1S(=O)(=O)N1CCCC(C)C1 (configuration not stated)	1.2
COc1ccc(Nc2n[nH]c(C)c2[N+](=O)[O-])cc1	-0.19
Cc1ccc(S(=O)(=O)On2nnc3ccccc32)cc1	-0.52
CCCOC(=O)c1c(-c2ccccc2)nc(CC)c(C(=O)SCC)c1CCC	-0.68
Nc1ccc(-c2nc3cc(N)c(Cl)cc3[nH]2)cc1	7.8
Cc1nc(-c2ccc(S(=O)(=O)Oc3ccc(Cl)cc3)s2)cs1	-0.88
Cc1ccc(C)n1-c1cc(C(=O)O)cc(C(=O)O)c1	11*
COc1cccc(C2C(C(=O)OC(C)C)=C(C)NC3=C2C(=O)CC(c2cccs2)C3)c1OC (configuration not stated)	2.7
O=c1[nH][nH]c(=O)c2cc([N+](=O)[O-])ccc12	0.95

Next section:
molecule	Dicer processing
O=C(c1ccccc1)c1cc(F)c(N2CCOCC2)cc1Cl	2
COc1cccc(N2C(=O)C3C(C2=O)C2(C)c4ccccc4C3(C)c3ccccc32)c1 (configuration not stated)	0.96
CN(C)C(=O)Sc1nnc(C2CC2)n1-c1ccc(Cl)cc1	16
Cc1cc(S(=O)(=O)n2ccc(-c3cc(Cl)sc3Cl)n2)cc(C)c1F	1.2
CC(C)c1ccc(C2/C(=C(\O)c3ccc(F)cc3)C(=O)C(=O)N2CCCN(C)C)cc1 (configuration not stated)	-1.1
CC1CNc2c(cccc2S(=O)(=O)N[C@@H](CCCN=C(N)N)C(=O)N2CC[C@@H](C)C[C@@H]2C(=O)O)C1 (some centres not stated)	1.3
CCCN(CCC)S(=O)(=O)c1ccc(C(=O)ON=C2CCCCC2)cc1	-0.98
Cc1ccc(N=Cc2ccc(Cl)c(Cl)c2)cc1Cl	0
CCCCN(C)Cc1c(C)[nH]c2ccc(OCC)cc2c1=O	0.56
CCOC(=O)c1sc2nc(SCc3ccccc3)nc(-c3ccc(OC)cc3)c2c1N	-0.74
N/C(=N\OS(=O)(=O)c1ccc(Cl)cc1)c1ccc(C(F)(F)F)cc1	-2.1
NC(=O)CNC(=O)c1ccc(Cl)cc1	0.9
Clc1ccc(Nc2nc(-c3ccncc3)nc3ccccc23)cc1	4*
Cc1nnc(C)c2c(C)n(C(c3ccccc3)c3ccccc3)c(C)c12	-2.5
CN(C)/C=N/c1nnc(Sc2ccc([N+](=O)[O-])cn2)s1	-0.79

Molecules above with a furan ring, fused or not (two):
molecule	Dicer processing
COc1cc(C(=O)NNC(=O)c2ccco2)c(-n2c(C)ccc2C)cc1OC	5.2
Cc1ccc(C2Nc3ccc(C(=O)c4ccccc4)cc3NC3=C2C(=O)CCC3)o1 (configuration not stated)	-0.21

Continued:
molecule	Dicer processing
N#C/C(=C\c1ccccc1Sc1ccc(Cl)cc1)S(=O)(=O)c1ccc(Cl)cc1	-1.6
Cc1onc(-c2c(Cl)cccc2Cl)c1/C=N/OC(=O)Nc1c(Cl)cccc1Cl	-0.69
COC(=O)c1sc(N2C(=O)c3oc4ccc(F)cc4c(=O)c3C2c2ccc(F)cc2)nc1C (configuration not stated)	0.84
Cc1cc(C)c(S(=O)(=O)Oc2ccc(C3SCCS3)cc2)c(C)c1	-0.81
OCCCc1nc2ccccc2n1CCCOc1ccc(Cl)cc1	0.7
O=C1C2C3c4ccccc4C(C(=O)O)(c4ccccc43)C2C(=O)N1c1ccccc1Br (configuration not stated)	1.2
CC1CCc2c(sc3nnn(CC(=O)NC4CCCCC4)c(=O)c23)C1 (configuration not stated)	-0.09
Cc1ccc(C2/C(=C(\O)c3ccc(Cl)cc3)C(=O)C(=O)N2CCCn2ccnc2)cc1 (configuration not stated)	-1.6
Cn1c(=O)[nH]c(=O)c2c1nc1n(-c3ccccc3)c(-c3ccccc3)cn21	-0.35
Cc1ccc(CN2C(=O)c3oc4ccc(Cl)cc4c(=O)c3C2c2ccc(O)cc2)cc1 (configuration not stated)	2.3
O=C(O)CCC(=O)N1N=C(c2ccccc2)CC1c1ccccc1Cl (configuration not stated)	0.82
CC(=O)N1N=C(c2c(-c3ccccc3)c3cc(Cl)ccc3[nH]c2=O)CC1c1ccco1 (configuration not stated)	2.2
Cc1nc2c(sc(=S)n2-c2ccccc2)c(=O)[nH]1	0.12
CCCS(=O)(=O)N1CCN(C2CCN(C(=O)OCC)CC2)CC1	-1.1
Cc1ccc(S(=O)(=O)N2CC3(C)CN(S(=O)(=O)c4ccc(C)cc4)CC(C)(C2)C3)cc1	2.3
COc1nc2c(c(-c3ccc(Cl)cc3Cl)c1C#N)Cc1ccccc1-2	-0.49
O=c1cc(-c2ccccc2)nc2scc(-c3ccc([N+](=O)[O-])cc3)n12	-0.14
CC(C)=NNC(=S)Nc1ccc(C)cc1C	1.2
CNC(=O)[C@H]1O[C@@H](n2cnc3c(NCc4ccc(N)cc4)ncnc32)C(O)[C@H]1O (some centres not stated)	-0.89
O=C(CC1(O)C(=O)N(CCc2ccccc2)c2ccc(Cl)cc21)c1ccccc1O (configuration not stated)	0.65
COc1cc(C(=O)NNC(=O)Cc2nc(-c3ccccc3)sc2C)cc(OC)c1OC	0.28
CCOC(=O)c1sc(-c2ccccc2)nc1OCc1ccccc1Cl	0.3
CCOC(=O)c1c(N2C(=O)CCC2=O)sc(C)c1-c1ccccc1	-0.23
O=S(=O)(c1ccc(N=Cc2ccc3c(c2)OCO3)cc1)c1ccc(N=Cc2ccc3c(c2)OCO3)cc1	-0.17
Cc1cccc(C)c1NC(=O)n1nccc1-c1c(-c2ccccc2)noc1C	0.3
O=C1CC(C(=O)Nc2ccc(F)c(Cl)c2)N=C(N2CCOCC2)N1 (configuration not stated)	-0.36
COc1cc(OC)cc(N2C(=O)c3nccnc3C2=O)c1	12
CN(C)c1ccc(C2N=C(c3ccc(Cl)cc3)NN2)cc1 (configuration not stated)	-0.5
Cc1c(CNC(=O)c2cnn3c2NC(c2ccc(Br)cc2)CC3C(F)(F)F)cnn1C (configuration not stated)	0.01
COc1cccc(C2C3=C(Nc4c2c(=O)[nH]c(=O)n4C)c2ccccc2C3=O)c1 (configuration not stated)	-1.3

6 entries picked at random from the list so far:
molecule	Dicer processing
O=C(CC1(O)C(=O)N(CCc2ccccc2)c2ccc(Cl)cc21)c1ccccc1O (configuration not stated)	0.65
O=S(=O)(c1ccc(N=Cc2ccc3c(c2)OCO3)cc1)c1ccc(N=Cc2ccc3c(c2)OCO3)cc1	-0.17
CCOC(=O)c1sc(-c2ccccc2)nc1OCc1ccccc1Cl	0.3
Cc1cccc(C)c1NC(=O)n1nccc1-c1c(-c2ccccc2)noc1C	0.3
O=C1CC(C(=O)Nc2ccc(F)c(Cl)c2)N=C(N2CCOCC2)N1 (configuration not stated)	-0.36
COc1cc(OC)cc(N2C(=O)c3nccnc3C2=O)c1	12

The listing continues:
molecule	Dicer processing
FC(F)(F)c1cccc(NC(=S)Nc2ccccc2C(F)(F)F)c1	-0.33
O=c1sc2ccccc2c(N2CCN(c3ccccc3)CC2)c1[N+](=O)[O-]	0.84
O=C(Nc1ccc(OCc2ccccc2)cc1)Nc1sccc1-c1nc2ccccc2s1	-1.3
Cc1cc(Nc2ccccc2Cl)c2ccccc2n1	-0.1
CCCOc1ccc(NC(=O)C2=CC(=O)N3CCN=C3S2)cc1Br	1.1
